Compound activity deposited in PubChem BioAssay by several laboratories.
MEX-5 binding = MEX-5 zinc finger RNA-binding disruptors – biochemical, C. elegans, fluorescence polarization, MLPCN library, primary screen; Zinc finger protein mex-5 (Caenorhabditis elegans), Q9XUB2; MEX-5/FITC-TCR2 RNA binding; active compounds read low; activity score (negative = inhibition of binding), % at 10 µM; hit rate 0.38% among 300,000; AID 1832, 2009;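 active = inhibition past about -25% in most replicates, and total fluorescence under double the plate's negative control median, limit read from the data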;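 note: 0% = DMSO and -100% = 5 µM competing unlabeled TCR2 RNA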
Bcl-xL primary = inhibitors of human Bcl-xL, primary screen, biochemical, fluorescence polarization, HTS; inhibition, % at 10.9 µM; GST-Bcl-xL / FITC-Bim BH3 peptide fluorescence polarization; Bcl-2-like protein 1 (Homo sapiens), Q07817; hit rate 0.7% among 320,000;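 active = inhibition above the mean of all tested compounds plus 3 SD, cutoff set per campaign, cut at about 30% in these data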;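 note: 0% = DMSO wells and 100% = unlabeled Bim-BH3 peptide competitor; inhibitors lower millipolarization by displacing the labeled peptide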
Target sequence (Q07817 whole entry, looked up): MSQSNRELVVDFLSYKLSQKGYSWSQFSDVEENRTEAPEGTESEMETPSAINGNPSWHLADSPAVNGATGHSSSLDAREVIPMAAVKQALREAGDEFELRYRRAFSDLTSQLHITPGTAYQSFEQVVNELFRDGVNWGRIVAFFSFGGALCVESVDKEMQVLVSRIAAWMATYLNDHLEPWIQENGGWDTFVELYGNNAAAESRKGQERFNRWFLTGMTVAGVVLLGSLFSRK
Efflux pump mplx = inhibitors of Candida efflux pumps in yeast, primary screen, S. cerevisiae, Nile Red, multiplex; hit rate 0.44% among 330,000; S. cerevisiae Candida pump triplex; AID 485275, 2010; inhibition, % at 10 µM;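 active = plate passing quality check with inhibition over a set limit, or well fluorescence over plate mean plus 4 SD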;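 note: Nile Red retained in pooled yeast measured as flow cytometry median fluorescence; 0% = buffer negative control and 100% = Enniatin B positive control; higher means more Nile Red kept so more efflux inhibition; some compounds called inactive have numbers as strong as hits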
Fam108B counter = mouse Fam108B serine hydrolase inhibitors, primary screen, counter-screen for RBBP9 inhibitor project, biochemical, fluorescence polarization; hit rate 0.33% among 300,000; inhibition, % at 9.51 µM; recombinant Fam108B, FP-Rh probe fluorescence polarization;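 active = inhibition above the screen mean inhibition plus 3 SD, computed separately per campaign, cut at about 18% in these data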;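 note: inhibitors lower polarization as less probe binds the enzyme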
CR mimetic SO = reduction of superoxide in aged yeast, primary screen, HTS | AID 2690, 2010 | S. cerevisiae aged cells, superoxide DHE fluorescence; active compounds read low | hit rate 0.18% among 330,000 | superoxide response (% of plate mean), % at 10 µM;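 active = superoxide response under a set limit, about three screen SD below normal, cut at about 65% in these data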;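 note: yeast aged for seven days with compound at 30 °C before DHE staining; 100% = average MFI of all compound-treated wells on the plate with controls excluded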
ZTA DNA inh = counter-screen for EBNA-1 inhibitors: inhibitors of Epstein-Barr virus ZTA. P03206. ZTA-DNA binding, fluorescence polarization. inhibition, % at 11 µM. hit rate 0.15% among 320,000. AID 2234; in the data active = inhibition above about 33%
Target sequence (P03206 whole entry, looked up): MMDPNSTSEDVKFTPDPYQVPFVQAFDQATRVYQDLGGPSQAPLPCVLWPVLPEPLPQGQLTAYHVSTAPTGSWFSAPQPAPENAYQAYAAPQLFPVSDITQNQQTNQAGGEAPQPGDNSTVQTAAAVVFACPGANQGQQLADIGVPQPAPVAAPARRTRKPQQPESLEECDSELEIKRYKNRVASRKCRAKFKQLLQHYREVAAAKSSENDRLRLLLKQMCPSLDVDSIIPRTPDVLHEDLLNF
GLD-1 RNA inh = GLD-1/TGE RNA complex disruptors, primary screen, biochemical, fluorescence polarization. purified GLD-1 + fluorescein TGE RNA. inhibition, % at 5.96 µM. hit rate 0.44% among 320,000. AID 2280, 2010;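 active = percent inhibition above a per-plate cutoff, the plate mean of test compounds plus 3 SD, cut at about 30% in these data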;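 note: 0% = DMSO wells with GLD-1 and probe and 100% = wells lacking GLD-1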
EBNA-1 inh = EBNA-1 DNA-binding inhibitors, primary screen, biochemical, fluorescence polarization | hit rate 0.34% among 300,000 | AID 1950, 2009 | inhibition, % at 14.8 µM; in the data active = inhibition above about 28%
MCL1 BIM primary = inhibitors of MCL1 binding to BIM-BH3, primary screen, biochemical, fluorescence polarization; inhibition, % at 10.9 µM; hit rate 0.68% among 320,000; Induced myeloid leukemia cell differentiation protein Mcl-1 (Homo sapiens), Q07820; AID 2057, 2009; GST-MCL1 / FITC-Bim-BH3 fluorescence polarization;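 active = inhibition above the mean inhibition of all tested compounds plus 3 SD, set per campaign, cut at about 40% in these data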;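 note: 0% = DMSO wells and 100% = unlabeled Bim-BH3 peptide control; higher means more loss of mP so more displacement of Bim peptide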
Target sequence (Q07820 whole entry, looked up): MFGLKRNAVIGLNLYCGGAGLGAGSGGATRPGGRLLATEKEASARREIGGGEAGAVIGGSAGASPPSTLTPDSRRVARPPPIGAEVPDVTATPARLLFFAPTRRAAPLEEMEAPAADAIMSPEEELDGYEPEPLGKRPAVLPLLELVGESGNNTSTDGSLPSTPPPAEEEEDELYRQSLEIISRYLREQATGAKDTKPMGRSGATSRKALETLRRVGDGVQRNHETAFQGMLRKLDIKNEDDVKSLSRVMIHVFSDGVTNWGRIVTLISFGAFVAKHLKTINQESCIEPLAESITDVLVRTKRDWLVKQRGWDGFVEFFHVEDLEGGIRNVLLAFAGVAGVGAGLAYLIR
The depositor's hits bear a star; . = not tested or not shown.

Each structure is followed by: MEX-5 binding	Bcl-xL primary	Efflux pump mplx	Fam108B counter	CR mimetic SO	ZTA DNA inh	GLD-1 RNA inh	EBNA-1 inh	MCL1 BIM primary
(1) CN1CCN(C(=O)c2ccc(Cl)c(S(=O)(=O)N3CCCCCC3)c2)CC1
    0.2	1	0.0	-2	95	-2	7	-3	-7
(2) CCCc1oc2c(c(=O)c1CC)C(=O)CC(C)(C)C2
    0.3	12	-0.1	2	101	0	7	5	-5
(3) COc1cc(NC(=O)CCCNC(=O)Cn2cnc3sc(C)c(C)c3c2=O)cc(OC)c1OC
    -2.0	6	0.0	-2	106	-4	1	4	3
(4) O=C(COc1ccc2c(-c3ccccc3)cc(=O)oc2c1)NCCN1CCOCC1
    3.6	0	-0.1	-1	80	2	-6	13	-1
(5) COc1cccc(CC(NC(C)=O)C(=O)NC2CCN(S(=O)(=O)c3ccc(F)cc3)CC2)c1OC (configuration not stated)
    2.3	1	0.1	0	107	2	10	6	-2
(6) O=C(CCN1C(=O)/C(=C/c2ccccc2Cl)SC1=S)Nc1ccccc1C(=O)O
    -11	9	0.1	3	115	3	1	-4	15
(7) O=C1NC(=Nc2ccc(Cl)cc2)SC1Cc1cc(Cl)ccc1Cl (configuration not stated)
    -0.8	2	-0.2	-4	106	4	5	-9	-2
(8) CCOC(=O)C(=O)Nc1cc([N+](=O)[O-])ccc1C
    -2.1	5	0.0	0	110	-5	-2	-7	2
(9) CCOc1cc(C2C3=C(CC(C)(C)CC3=O)N(CCOC)C3=C2C(=O)CC(C)(C)C3)ccc1OC
    -1.0	-9	0.0	-4	101	8	-6	9	-8
(10) CCC(C)NC(=O)CN(C)S(=O)(=O)c1ccc2c(c1)c(=O)n(C)c(=O)n2C (configuration not stated)
    0.7	4	-0.2	2	91	6	1	14	10

Next section
Each structure is followed by: MEX-5 binding	Bcl-xL primary	Efflux pump mplx	Fam108B counter	CR mimetic SO	ZTA DNA inh	GLD-1 RNA inh	EBNA-1 inh	MCL1 BIM primary
(11) CCCCC(O)(CCCC)C(=O)NN(C(=O)c1cccnc1Cl)c1ccccc1
    -2.5	-1	-0.2	0	92	-20	9	2	-1
(12) Cc1cccc2c1cnn2C(=O)Nc1ccccc1Cl
    1.1	1	0.1	1	106	13	-1	-11	0
(13) Cc1c(NS(=O)(=O)c2ccc(NC(=O)CCC(=O)O)cc2)c(=O)n(-c2ccccc2)n1C
    -1.0	9	1.3	-1	98	-23	-6	-1	4
(14) O=C(COc1c(CO)cc(Br)cc1CO)NC1CCCc2ccccc21 (configuration not stated)
    2.0	6	0.0	1	99	9	2	4	-2
(15) Cc1cccc(N2CCN(C(=O)CSc3nc4ccccc4nc3N3CC(C)OC(C)C3)CC2)c1C (configuration not stated)
    2.8	1	0.5	-2	98	21	1	0	9
(16) COc1cccc(C2c3c(C)nn(-c4ccc([N+](=O)[O-])cc4)c3N=C3C(=O)Nc4ccccc4N32)c1 (configuration not stated)
    0.9	2	0.4*	-9	97	9	3	-12	-5
(17) Cc1ccc(C)c2c1[nH]c1ccccc12
    1.7	5	0.0	1	95	-1	10	-1	-6
(18) O=S(=O)(Nc1ccccn1)c1ccc(Br)cc1
    1.6	-1	0.6	2	113	-5	6	0	8
(19) C(=N\Nc1ccc2ccccc2n1)/c1ccc2c(c1)OCCO2
    -3.6	6	-0.1	9	97	5	-5	-3	9
(20) CCOC(=O)/C=C/C(=O)OCC(=O)Nc1cccc(Cl)c1Cl
    3.0	-1	0.1	-3	84	4	5	-12	0

New compounds follow.
Each structure is followed by: MEX-5 binding	Bcl-xL primary	Efflux pump mplx	Fam108B counter	CR mimetic SO	ZTA DNA inh	GLD-1 RNA inh	EBNA-1 inh	MCL1 BIM primary
(21) CCC(C(=O)NC1CCCC1)N(Cc1ccco1)C(=O)Cn1nnc(-c2ccc(C)cc2)n1 (configuration not stated)
    -0.1	3	0.2	0	83	1	2	5	-3
(22) Cc1ccc(SC(CC(=O)c2ccc(F)cc2)C(=O)O)cc1 (configuration not stated)
    -0.6	3	0.0	1	97	5	-1	7	6
(23) O=C(Cn1cccc1C(=O)c1ccccc1)NCc1ccco1
    0.7	2	-0.1	0	92	4	1	0	6
(24) COCCOC(=O)C(C#N)c1nc2ccccc2nc1N1CCCC1 (configuration not stated)
    -0.5	18	0.1	-6	95	21	7	1	14
(25) COc1cccc(NC(=O)COc2cc(C)cc3oc(=O)cc(C)c23)c1
    1.8	3	0.2	-17	110	0	4	0	2
(26) Cc1cc(C(=O)NC2CCCCC2)c2cc(F)ccc2n1
    0.4	2	0.0	-6	103	5	10	2	-3
(27) CCOc1ccc(C(=O)NC2CCCCCCC2)cc1
    -1.6	8	0.1	-1	91	8	6	-5	7
(28) CCOc1ccccc1NC(=O)C(=O)N/N=C/c1cc(Br)ccc1O
    1.0	-4	-0.1	0	99	-4	2	-3	2
(29) O=C(Cc1ccccc1)N/N=C/c1ccc[nH]1
    -1.4	2	0.3	12	106	-6	1	-1	-2
(30) CS(=O)(=O)N(CC(N)=O)c1ccc2c(c1)OCO2
    -2.3	3	0.0	1	116	3	1	-5	4

(list continues)
Each structure is followed by: MEX-5 binding	Bcl-xL primary	Efflux pump mplx	Fam108B counter	CR mimetic SO	ZTA DNA inh	GLD-1 RNA inh	EBNA-1 inh	MCL1 BIM primary
(31) CCOc1cccc(-c2cc(C(=O)NN)[nH]n2)c1
    0.6	0	-0.1	-3	98	5	8	10	3
(32) COc1cc(/C=C2/CC/C(=C/c3ccc(O)c(OC)c3)C2=O)ccc1O
    1.3	-43	0.5*	5	104	-10	-100	-1	-74
(33) Cc1nc(NC(=O)c2cncc(Br)c2)ccc1Br
    -1.2	9	0.0	4	95	-8	4	0	10
(34) O=Cc1ccc(Oc2cccc(C(F)(F)F)c2)nc1
    -0.8	1	0.0	0	106	25	1	9	2
(35) CC(Oc1ccc(C(C)(C)C)cc1)C(=O)NCC(c1ccco1)N1CCCC1 (configuration not stated)
    .	4	0.2	.	135	2	2	.	6
(36) COc1ccc(OC)c(NC(=O)CCCNC(=O)Cn2cnc3sc(C)c(C)c3c2=O)c1
    -1.0	3	-0.3	5	104	-12	1	6	7
(37) Cc1ccccc1Cn1cc(NC(=O)c2cc(-c3cccs3)on2)cn1
    -1.5	0	0.1	10	90	-4	0	2	2
(38) COc1ccc(C(=O)N2CCCC(Nc3ccc(C)c(C)c3)C2)c(OC)n1 (configuration not stated)
    -1.0	3	0.1	-4	111	0	-8	0	-1
(39) O=C(COc1cccnc1[N+](=O)[O-])NCCc1ccc(Cl)cc1Cl
    0.8	-9	-0.3	4	102	11	-4	5	-9
(40) CCOc1ccc(NC(=O)C2CCCN(S(=O)(=O)c3c(C)noc3C)C2)cc1 (configuration not stated)
    -1.5	4	0.1	0	100	19	-8	27	1

(listing goes on)
Each structure is followed by: MEX-5 binding	Bcl-xL primary	Efflux pump mplx	Fam108B counter	CR mimetic SO	ZTA DNA inh	GLD-1 RNA inh	EBNA-1 inh	MCL1 BIM primary
(41) c1ccc(-n2nnnc2-n2ccnc2)cc1
    0.1	-1	0.2	-8	102	-1	3	-13	1
(42) COc1ccc(CNC(=O)CSc2nnc(C)c(=O)[nH]2)cc1
    -0.3	5	0.0	-1	98	5	5	5	10
(43) Cc1ccc(C(=O)NC(=S)Nc2ccc(-c3ccc(CO)o3)cc2)cc1
    0.3	3	0.0	-8	94	-3	0	12	17
(44) Cc1ccc(Cl)cc1N1CCN(C(=S)NCCc2ccccc2)CC1
    2.2	6	0.1	-12	108	-2	1	-1	6
(45) CC1=C(C)CC(C(=O)Nc2ccc(C(=O)N3CCOCC3)cc2)C(C(=O)O)C1 (configuration not stated)
    -0.9	-4	0.2	1	95	-8	24	-11	-1
(46) COc1ccccc1CNC(=O)c1ccc(OC(C)C)cc1
    -1.5	1	-0.1	-1	99	-7	-1	8	5
(47) Cc1ccc(-c2cc(C(F)(F)F)n3nc(C(=O)NCCCn4ccnc4)cc3n2)cc1C
    2.5	5	0.0	2	89	2	2	11	3
(48) COc1ccc(C(=O)CSc2nnc(CN3CCCCC3)n2-c2ccc(Cl)cc2)cc1OC
    0.0	3	-0.6	2	98	1	2	-7	3
(49) COc1ccccc1CC(NC(C)=O)C(=O)NC1CCN(S(=O)(=O)c2ccc(NC(C)=O)cc2)CC1 (configuration not stated)
    0.2	-2	0.0	2	108	-15	5	7	-5
(50) O=C(CSc1ncn(-c2ccccc2)n1)Nc1nc2ccccc2s1
    -0.2	2	0.0	-4	81	21	0	6	-5

Next entries follow:
Each structure is followed by: MEX-5 binding	Bcl-xL primary	Efflux pump mplx	Fam108B counter	CR mimetic SO	ZTA DNA inh	GLD-1 RNA inh	EBNA-1 inh	MCL1 BIM primary
(51) Cc1ccc(COc2cccc3c2CCN(Cc2ccc(F)cc2)C3=O)cc1
    1.8	2	-0.2	-1	92	-3	7	-1	2
(52) O=C1[C@H]2[C@@H](c3ccc(F)cc3)N3C(=O)N(c4ccccc4)C(=O)[C@@]3(Cc3ccc(Cl)cc3)[C@H]2C(=O)N1C1CCCCC1
    -0.8	3	-0.2	-10	101	6	8	0	-2
(53) Cc1cc2cc(CCNC(=O)c3ccc(Br)o3)c(=O)[nH]c2cc1C
    1.2	10	-0.2	0	108	11	-6	0	3
(54) Cc1noc(C)c1CSCC(=O)N(C)CC(=O)Nc1ccccc1Cl
    2.2	2	0.0	0	95	-4	-2	3	3
(55) CN(CC(=O)NCc1cccnc1)S(=O)(=O)c1ccc2c(c1)c(=O)n(C)c(=O)n2C
    -1.2	4	0.1	4	103	15	3	-9	-1
(56) CCOc1cc(/C=C(\C#N)C(N)=O)ccc1OS(=O)(=O)c1ccccc1
    -1.6	2	-0.2	0	101	6	4	4	6
(57) CCc1ccc(N2C(=O)Nc3ccc(Br)cc3C2(O)C(=O)NCCN(C)C)cc1 (configuration not stated)
    3.3	0	0.0	-2	100	21	2	20	2
(58) COC(=O)c1cc2ccsc2n1CC(=O)N1CCCc2ccccc21
    2.1	6	0.1	-3	92	1	-12	13	7
(59) Cc1ccc(S(=O)(=O)NC(CC(C)C)C(=O)NCCCn2nc(C)cc2C)cc1 (configuration not stated)
    .	-2	0.3	.	92	-6	7	.	-3
(60) Nc1nc(SCc2ccc([N+](=O)[O-])cc2)c2ncn(C3OC(CO)C(O)C3O)c2n1 (configuration not stated)
    0.6	-5	0.4	-2	98	0	7	-4	-5
